# LGR2 antag: Drosophila LGR2 receptor signaling inhibition. HEK293 LGR2, CRE-luciferase, bursicon-stimulated, 4 h. inhibition, % at 9.99 µM. 0.35% of 380,000 active;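 active = drop in luminescence signal, shown as inhibition above about 50% in the replicate tests, limit read from the data, passing the limit was not always enough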;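 note: agonist challenge used bursicon conditioned medium at about half maximal strength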
# S100A4 MyoIIA: blocks human S100A4 binding to myosin IIA peptide; 0.14% of 360,000 active; P26447; S100A4/TAMRA-MyoIIA peptide fluorescence polarization; inhibition, % at 10.7 µM;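 active = mean inhibition of at least 70% across replicates, with every replicate also reaching that level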
# Target sequence (P26447 whole entry, looked up): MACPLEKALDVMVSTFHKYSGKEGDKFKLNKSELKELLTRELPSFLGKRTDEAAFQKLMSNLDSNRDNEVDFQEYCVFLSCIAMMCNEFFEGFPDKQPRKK
#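 assay system = human S100A4 monomer with TAMRA-labelled myosin IIA peptide | also added = labelled myosin peptide probe, 5 nM | incubation = 5 min between mix addition and reading | control set = DMSO and TFP controls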
# PGC1a acetyl inh: PGC1a acetylation modulation, inhibitor mode | 0.17% of 350,000 active | inhibition, % at 15.6 µM | AID 651687 | U2OS PGC1a acetylation, AlphaScreen anti-acetyl-lysine; with virally co-expressed GCN5 acetyltransferase;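 active = every replicate shows inhibition of at least 40%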;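 note: 0% = neutral control wells and 100% = positive control wells; some results beyond the cut were filed as inactive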
# ERAP1 inh: ERAP1 (human) enzyme inhibition; Q9NZ08; recombinant ERAP1, Leu-AMC fluorescence, 60 min; inhibition, % at 10.7 µM; 0.15% of 340,000 active;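 active = mean replicate inhibition of at least 30%, or all replicates individually reaching that 30% level; inactive = mean below 30% and not every replicate reaching it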;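 note: 0% = neutral control wells and 100% = L-leucinethiol positive control wells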
# Xi reactivation: X-chromosome reactivation activator | XiGFP mouse fibroblasts, % GFP-positive cells imaging, 3 d; cells co-treated with 5-aza-dC sensitizer; scaled so ellipticine positive control = 100% | activation, % at 7.58 µM | 0.055% of 360,000 active;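 active = mean normalized replicate activation at least 10% and every replicate at or above 10%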;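 note: 0% = median of on-plate neutral control wells and 100% = ellipticine 6 µM median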
#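 System: 68-5-11 XiGFP fibroblast line | Buffer or medium: DMEM containing 5-aza-dC | Compound: Single point | Times: Compounds 3 days, fix/stain 15 min at room temperature | Benchmarks: Positive control ellipticine, 6 µM final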
# SIRT5 inh: blocks human SIRT5 desuccinylation of peptide. inhibition, % at 15 µM. 1.1% of 330,000 active. Q9NXA8. Purified SirT5, succinyl-peptide AMC, trypsin-coupled fluorescence; in the data active = inhibition above about 15%
# Target sequence (Q9NXA8 whole entry, looked up): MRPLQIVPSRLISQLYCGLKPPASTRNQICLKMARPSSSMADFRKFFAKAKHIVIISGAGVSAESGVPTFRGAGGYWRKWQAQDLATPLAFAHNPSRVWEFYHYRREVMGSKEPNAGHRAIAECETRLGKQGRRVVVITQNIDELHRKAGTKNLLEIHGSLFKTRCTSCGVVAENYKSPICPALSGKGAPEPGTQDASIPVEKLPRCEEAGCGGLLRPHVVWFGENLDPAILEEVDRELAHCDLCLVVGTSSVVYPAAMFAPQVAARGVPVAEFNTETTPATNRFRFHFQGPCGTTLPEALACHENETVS
# Statin myotox sup: protects C2C12 myotubes from simvastatin toxicity | ATP luminescence, 48 h; scaled: DMSO 0, geranylgeraniol control 100 | rescue of ATP level, % at 7.49 µM | 0.78% of 330,000 active;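 active = mean ATP rescue above about 67%, or every replicate alone reaching that limit, limit read from the data, passing the limit was not always enough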;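 note: myotubes were challenged with 10 µM simvastatin during compound exposure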
# Cneo AK release: Cryptococcus neoformans lysis via adenylate kinase release. C. neoformans lysis, adenylate kinase release luminescence, 4 h; normalised: neutral wells 0, clomiphene wells 100. lysis activity, % at 15 µM. 0.2% of 360,000 active. AID 651654;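 active = mean lysis activity across replicates of at least 80%, whatever share of replicates individually reach that level; inactive = mean lysis activity below 80%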
#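 Material: C. neoformans cells | Amount: Yeast cell density of 5 × 10^6 cells/mL | Medium: Fresh YPD growth medium | Dosing: Single dose | Times: Static 4 h at 37 °C with compound, 1 h detection | Detection: AK luminescence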
# * = called active by the depositor; / = no result given.
SMILES,LGR2 antag,S100A4 MyoIIA,PGC1a acetyl inh,ERAP1 inh,Xi reactivation,SIRT5 inh,Statin myotox sup,Cneo AK release
O=C(c1cccc([N+](=O)[O-])c1)N1CCCN(C(=O)c2cccc([N+](=O)[O-])c2)CC1,-9,/,0,/,/,/,-5,-2
CCOc1ccc(NC(=O)N2CCCC2C(=O)NCc2ccco2)cc1 (centres undefined),-11,0,/,-1,-0.1,-3,3,-1
C=C(C)C(=O)Nc1cccc(C2=NOC3(C2)C[C@@H](C(N)=O)N(C(=O)[C@H]2CCC(=O)N2)C3)c1 (some centres undefined),16,12,6,-1,0.0,0,-5,3
Cc1ccc(C2(C)NC(=O)N(CC(=O)NNC(=O)c3ccoc3C)C2=O)cc1 (centres undefined),-8,-1,-3,2,0.1,1,4,/
Cc1cccc(NC(=O)Nc2ccc3c(c2)C(=O)N(C)[C@@H]2CC[C@@H](CC(=O)NCc4ccccc4Cl)O[C@H]2CO3)c1,6,1,2,1,0.1,8,-174,0
Cc1cc(NS(=O)(=O)c2ccc(NC(=O)CCCOc3ccccc3C)cc2)no1,4,-2,/,-4,0.0,0,1,-2
CCOc1ccc(OCCC(=O)OCC(=O)c2c(N)n(C)c(=O)n(C)c2=O)cc1,-16,-4,/,0,0.0,3,-18,-5
COc1cc(C)c(Br)cc1S(=O)(=O)NCc1ccccc1,1,-7,0,0,/,-4,0,-1
CCCC#Cc1ccc2c(c1)O[C@@H](CN(C)CCC)[C@@H](C)CN([C@H](C)CO)S2(=O)=O,-19,0,-27,-1,-1.4,-1,11,-3
COc1cccc(S(=O)(=O)Nc2ccc3c(c2)[C@@H]2C[C@@H](CC(=O)O)O[C@@H](CO)[C@@H]2O3)c1,8,-1,6,1,-0.1,0,8,51
Cc1ccc(S(=O)(=O)N[C@H]2C=C[C@H](CC(=O)N3CCN(c4ccccc4)CC3)O[C@H]2CO)cc1,-9,6,-3,-1,0.8,-1,-8,3
CC(C)(C)c1ccc(C(=O)NC2CCN(Cc3ccccc3)CC2)cc1,-3,-5,/,-4,-0.1,-3,-48,-1
CCCNC(=O)C[C@@H]1CC[C@H]2[C@@H](COc3ccc(NC(=O)c4cc(F)cc(F)c4)cc3C(=O)N2C)O1,8,/,6,/,0.1,/,-7,-1
CCOc1cccc(-c2cc(C(=O)N3N=C(C)CC3(O)C(F)F)c3ccccc3n2)c1 (centres undefined),/,-1,/,-1,0.0,0,/,/
Cc1ccc(S(=O)(=O)Nc2cccc3c2O[C@@H](CN(C)S(=O)(=O)c2ccc(C)cc2)[C@@H](C)CN([C@H](C)CO)C3=O)cc1,6,-8,6,-1,0.1,4,14,-4

# Overlap with the part before: 2 entries, followed by the next part.
SMILES,LGR2 antag,S100A4 MyoIIA,PGC1a acetyl inh,ERAP1 inh,Xi reactivation,SIRT5 inh,Statin myotox sup,Cneo AK release
CCOc1cccc(-c2cc(C(=O)N3N=C(C)CC3(O)C(F)F)c3ccccc3n2)c1 (centres undefined),/,-1,/,-1,0.0,0,/,/
Cc1ccc(S(=O)(=O)Nc2cccc3c2O[C@@H](CN(C)S(=O)(=O)c2ccc(C)cc2)[C@@H](C)CN([C@H](C)CO)C3=O)cc1,6,-8,6,-1,0.1,4,14,-4
CCCC#Cc1ccc2c(c1)O[C@H](CN(C)C(=O)NCCC)[C@@H](C)CN([C@H](C)CO)S2(=O)=O,-11,0,-1,-1,0.3,-1,25,-1
Cc1ccsc1/C=N/NC(=O)c1nnn(-c2nonc2N)c1-c1ccc2c(c1)OCO2,-2,-5,-2,1,0.0,0,29,0
CC(C)NC(=O)Nc1ccc2c(c1)C(=O)N([C@@H](C)CO)C[C@@H](C)[C@@H](CN(C)C(=O)c1ccncc1)OCCCC[C@H](C)O2,11,-5,5,1,0.2,2,/,-1
Cc1cc(Cl)n2c(nc3ccccc32)c1C#N,-3,3,/,-4,0.0,-7,/,/
CCOC(=O)C[C@H]1c2ccccc2S(=O)(=O)N1c1cccc(OC)c1,-3,6,-7,0,0.0,/,11,-1
O=C(C1CCC1)N1CC2(C1)[C@H](c1ccccc1)[C@H](CO)N2Cc1nccs1,8,-6,-3,-3,0.0,3,/,/
O=C(COC(=O)c1ccc2c(c1)OCCO2)Nc1ccc(F)cc1,-29,-3,8,1,0.0,-2,-7,-6
C[C@@H]1CCCCO[C@@H](CN(C)C(=O)CCCN(C)C)[C@@H](C)CN([C@H](C)CO)C(=O)c2cc(NC(=O)Cc3ccccc3)ccc2O1,-14,2,10,1,-0.1,3,/,104*
NC(=O)CSc1nnc(Cc2ccc3c(c2)OCO3)n1C1CCCCC1,/,-3,4,5,/,1,/,1
CN(C)S(=O)(=O)n1cc(/C=C(\NC(=O)c2ccccc2Cl)C(=O)NCCN2CCOCC2)c2ccccc21,15,-1,3,-3,0.1,1,0,/
CSc1ccc(CN2CCN(S(=O)(=O)Cc3ccccc3)CC2)cc1,11,3,/,1,0.1,-1,-3,1
O=C(N/N=C/c1ccc(F)cc1)c1ccncc1,8,2,6,-1,-0.2,-4,1,1
O=S(=O)(c1ccc(NCc2ccc(F)cc2)nc1)N1CCCC1,8,-2,4,-5,0.5,-2,1,4
O=C(Nc1cccnc1)C(Cc1ccccc1)n1cccc1 (centres undefined),-16,-8,-18,4,-0.1,-3,-3,-3
COc1ccc(N(CC(=O)Nc2ccc(C)c(C)c2)S(=O)(=O)c2c(C)noc2C)cc1,11,-9,15,4,0.1,0,-2,-2

# Pulled by compound from the entries so far, 2 records:
SMILES,LGR2 antag,S100A4 MyoIIA,PGC1a acetyl inh,ERAP1 inh,Xi reactivation,SIRT5 inh,Statin myotox sup,Cneo AK release
Cc1ccsc1/C=N/NC(=O)c1nnn(-c2nonc2N)c1-c1ccc2c(c1)OCO2,-2,-5,-2,1,0.0,0,29,0
CCCC#Cc1ccc2c(c1)O[C@H](CN(C)C(=O)NCCC)[C@@H](C)CN([C@H](C)CO)S2(=O)=O,-11,0,-1,-1,0.3,-1,25,-1

# More compounds follow:
SMILES,LGR2 antag,S100A4 MyoIIA,PGC1a acetyl inh,ERAP1 inh,Xi reactivation,SIRT5 inh,Statin myotox sup,Cneo AK release
Cc1cc(S(=O)(=O)Nc2ccc(C(=O)N3CCN(c4ccccc4O)CC3)cc2)ccc1F,4,-5,-16,-5,0.1,-1,/,4
COc1cc(NC(=O)c2cccs2)c(OC)cc1NC(=O)CCC(=O)Nc1ccc(C)cc1,0,-1,/,3,0.1,2,-15,1
O=C(Nc1ccccc1)c1cccc(N2C(=O)C3C4CC(C(Br)C4Br)C3C2=O)c1 (centres undefined),-5,-1,1,2,0.1,-3,/,1
COc1cccc(S(=O)(=O)N[C@H]2CC[C@H](CC(=O)NCc3ccccc3)O[C@H]2CO)c1,-2,-2,-2,0,0.0,-4,4,1
COc1ccc(Cl)cc1NC(=O)c1nc2nc(C)cc(C(F)F)n2n1,27,2,6,3,0.0,-5,-10,0
C[C@@H]1CCCCO[C@@H](CN(C)C(=O)c2ccncc2)[C@H](C)CN([C@H](C)CO)C(=O)c2cc(NS(=O)(=O)c3ccccc3)ccc2O1,-1,-2,7,1,-1.2,-4,/,2
COc1ccc(S(=O)(=O)Nc2nnc(C)s2)cc1,-2,-3,-9,7,/,-2,11,/
C[C@@H]1CN([C@H](C)CO)S(=O)(=O)c2ccc(C#C[C@@H](C)O)cc2O[C@H]1CN(C)C(=O)Cc1ccccn1,20,-5,4,-1,0.3,0,/,-5
CSCCC(C(=O)Nc1c(C)cccc1C)n1c(-c2cc(C)cs2)nc2ccccc21 (centres undefined),42,-4,/,-1,-0.1,/,/,/
COc1cc(OC)cc(C(=O)Oc2c(CN3CCOCC3)cc(Cl)c3cccnc23)c1,-6,-4,9,0,0.1,-2,-19,-4
C[C@H](CO)N1C[C@H](C)[C@@H](CN(C)C(=O)Cc2ccccc2)Oc2ncc(C3=CCCCC3)cc2C1=O,15,2,-15,-4,-0.6,7,15,3
Cc1ncsc1C(=O)NCc1ccc(N2CCCC2=O)cc1,21,/,9,/,/,/,12,-1
CC1(C)C(=O)NCCN1C(=O)CCC(=O)O,10,3,1,-3,/,-3,-9,-1
CCCc1nc(-c2cc3ccccc3[nH]c2=O)no1,15,2,-16,-4,-0.1,-2,-1,0
CC(C)NC(=O)N(C)C[C@@H]1Oc2ncc(-c3ccc(C(=O)N(C)C)cc3)cc2C(=O)N([C@H](C)CO)C[C@H]1C,12,-5,-13,-1,-0.2,-1,0,1

# The last seven records of the part above lead into the next:
SMILES,LGR2 antag,S100A4 MyoIIA,PGC1a acetyl inh,ERAP1 inh,Xi reactivation,SIRT5 inh,Statin myotox sup,Cneo AK release
CSCCC(C(=O)Nc1c(C)cccc1C)n1c(-c2cc(C)cs2)nc2ccccc21 (centres undefined),42,-4,/,-1,-0.1,/,/,/
COc1cc(OC)cc(C(=O)Oc2c(CN3CCOCC3)cc(Cl)c3cccnc23)c1,-6,-4,9,0,0.1,-2,-19,-4
C[C@H](CO)N1C[C@H](C)[C@@H](CN(C)C(=O)Cc2ccccc2)Oc2ncc(C3=CCCCC3)cc2C1=O,15,2,-15,-4,-0.6,7,15,3
Cc1ncsc1C(=O)NCc1ccc(N2CCCC2=O)cc1,21,/,9,/,/,/,12,-1
CC1(C)C(=O)NCCN1C(=O)CCC(=O)O,10,3,1,-3,/,-3,-9,-1
CCCc1nc(-c2cc3ccccc3[nH]c2=O)no1,15,2,-16,-4,-0.1,-2,-1,0
CC(C)NC(=O)N(C)C[C@@H]1Oc2ncc(-c3ccc(C(=O)N(C)C)cc3)cc2C(=O)N([C@H](C)CO)C[C@H]1C,12,-5,-13,-1,-0.2,-1,0,1
Fc1cccc(Nc2ncnc3sc4c(c23)CCC4)c1,-18,/,8,/,/,/,17,0
CC(C)(C)OC(=O)N(Cc1ccccc1)Cc1cccc(OCc2cccc(NC(=O)c3ccccc3)c2)c1,11,-1,12,/,0.0,/,1,0
Cc1nc(NS(=O)(=O)c2ccccc2)sc1C(=O)NN,9,-2,-4,-4,0.1,/,/,/
COC(C[C@H]1O[C@H]1[C@@H](O)[C@@H](C)OCc1ccccc1)OC,-29,-1,-3,-2,0.0,0,10,9
COc1cc(OC)cc(C(=O)N[C@H](C(=O)Nc2cc(F)ccc2C)C(C)C)c1,-2,-1,/,0,0.0,-2,/,/
CCN1CCN(C(=O)c2ccc(N3CC4CC(C3)c3cccc(=O)n3C4)c(NC(=O)c3cc(OC)cc(OC)c3)c2)CC1 (centres undefined),-23,-2,/,-3,0.1,2,4,0
CCCCCc1ccc(-c2ccc(/C=C/C(N)=O)cc2)nc1,-23,/,7,/,-0.1,/,/,-6
O=C(Nc1ccc2nc([C@H]3C[C@H](O)[C@@H](CO)O3)[nH]c2c1)NC(c1ccccc1)c1ccccc1,3,-3,/,/,0.0,/,-13,-1
Cc1noc(C)c1S(=O)(=O)N(C)C[C@H]1OCCCC[C@@H](C)Oc2ccc(NC(=O)NC(C)C)cc2C(=O)N([C@@H](C)CO)C[C@@H]1C,-1,-1,-15,29,0.2,3,/,-3
COc1ccc(N=C2NC(=O)/C(=C\C=C\c3ccco3)S2)cc1,11,0,6,0,0.0,-2,4,-1
Cc1cc(C)n(CCCNC(=O)Cn2nnnc2CN2C[C@@H](C)O[C@@H](C)C2)n1,13,2,-10,0,0.0,1,-1,3

# Screens from PubChem.

# Not all compounds are listed; count on the stated rates, not on these rows.
